Bioassay records deposited in PubChem by NMMLSC.
CIT2-GFP yeast: alters CIT2-GFP fluorescence in TOR pathway yeast screen | S. cerevisiae CIT2-GFP strain, flow cytometry, 3 h; 100 means same as DMSO wells | GFP response vs DMSO, % at 10 µM | hit rate 0.065% among 320,000 | AID 2029;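 active = GFP response relative to DMSO above a set limit, near the screen mean plus 3 SD, cut at about 150% in these data; inconclusive = Fewer than 70 cells measured for a yeast strain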;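 note: ratio of well median GFP fluorescence to mean of DMSO wells on the plate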
GRK2 aptamer HTS: blocks RNA aptamer binding to human GRK2 | AID 488847 | P25098 | bead flow cytometry, FAM-aptamer displacement from GRK2 | inhibition of aptamer binding, % at 10 µM | hit rate 0.59% among 330,000;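 active = inhibition of aptamer binding above 40%, roughly 3 SD of noise, on plates passing a quality check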;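 note: median bead fluorescence of bound FAM aptamer so fluorescent compounds give negative values; no value below 0 was filed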
Target sequence (P25098 whole entry, looked up): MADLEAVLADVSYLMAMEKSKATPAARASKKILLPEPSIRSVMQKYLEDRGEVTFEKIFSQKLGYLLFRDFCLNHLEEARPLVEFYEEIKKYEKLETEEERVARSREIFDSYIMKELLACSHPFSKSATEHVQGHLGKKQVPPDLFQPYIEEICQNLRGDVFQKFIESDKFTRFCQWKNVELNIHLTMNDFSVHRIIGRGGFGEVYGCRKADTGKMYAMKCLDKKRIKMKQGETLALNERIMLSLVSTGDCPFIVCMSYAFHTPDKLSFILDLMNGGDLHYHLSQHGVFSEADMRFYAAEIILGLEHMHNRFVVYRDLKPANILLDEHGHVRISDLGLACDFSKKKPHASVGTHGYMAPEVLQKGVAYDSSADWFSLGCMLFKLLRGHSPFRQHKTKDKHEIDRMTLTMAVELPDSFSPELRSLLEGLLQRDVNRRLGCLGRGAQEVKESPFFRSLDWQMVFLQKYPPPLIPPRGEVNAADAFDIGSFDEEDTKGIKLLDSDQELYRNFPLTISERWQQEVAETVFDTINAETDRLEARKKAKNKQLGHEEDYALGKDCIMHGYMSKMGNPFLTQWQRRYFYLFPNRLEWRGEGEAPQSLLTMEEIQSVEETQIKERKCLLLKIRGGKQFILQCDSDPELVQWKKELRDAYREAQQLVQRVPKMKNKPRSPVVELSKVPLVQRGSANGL
CR mimetic SO: lowers age-related superoxide in aged yeast cells. S. cerevisiae aged cells, superoxide DHE fluorescence; active compounds read low. superoxide response (% of plate mean), % at 10 µM. hit rate 0.18% among 330,000. AID 2690;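 active = superoxide response under a set limit, about three screen SD below normal, cut at about 65% in these data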;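 note: yeast aged for seven days with compound at 30 °C before DHE staining; 100% = average MFI of all compound-treated wells on the plate with controls excluded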
RPL19A-GFP yeast: alters RPL19A-GFP fluorescence in TOR pathway yeast screen; S. cerevisiae RPL19A-GFP strain, flow cytometry, 3 h; active compounds read low; percent response vs DMSO, % at 10 µM; hit rate 0.3% among 330,000; AID 2025;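 active = percent response vs DMSO below 50%; inconclusive = fewer than 70 events counted for the yeast strain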;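 note: median channel GFP fluorescence of the barcoded RPL19A-GFP strain; ratio of sample median GFP to plate DMSO average so 100% = DMSO; lower means less RPL19A-GFP as with rapamycin TOR inhibition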
AGP1-GFP MLPCN: yeast TOR pathway AGP1-GFP modulation. S. cerevisiae AGP1-GFP multiplex flow cytometry, 3 h; GFP as percent of DMSO wells. GFP response vs DMSO, % at 10 µM. hit rate 0.02% among 320,000. AID 2066;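 active = GFP response relative to DMSO above a set limit, near screen average plus 3 SD, cut at about 150% in these data; inconclusive = fewer than 70 cells counted for the yeast strain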;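 note: median GFP channel fluorescence of the gated AGP1 strain per well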
VLA-4 inh: inhibition in a human VLA-4 binding assay. inhibition, % (about 7 µM as worked out from the volumes in the protocol). VLA-4 expressing cells, ligand binding flow cytometry. hit rate 0.2% among 330,000. AID 2557; in the data active = inhibition above about 50%
MEP2-GFP yeast: alters MEP2-GFP fluorescence in TOR pathway yeast screen | S. cerevisiae MEP2-GFP strain, flow cytometry GFP, 3 h; 100% = DMSO control level | GFP response vs DMSO, % at 10 µM | hit rate 0.51% among 330,000;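 active = GFP response versus DMSO above a set limit, roughly screen mean plus 3 SD, cut at about 180% in these data; inconclusive = fewer than 70 cells counted for a yeast strain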;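 note: median GFP fluorescence of the barcode-gated MEP2-GFP cells per well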
LAP4-GFP MLPCN: alters LAP4-GFP fluorescence in TOR pathway yeast screen; S. cerevisiae LAP4-GFP multiplex, flow cytometry GFP, 3 h; median GFP as percent of DMSO wells; GFP response vs DMSO, % at 10 µM; hit rate 0.34% among 320,000; AID 2023;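 active = GFP response vs DMSO above a set limit, about the screen mean plus 3 SD, cut at about 150% in these data; inconclusive = under 70 cell events counted for the yeast strain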
An asterisk follows results filed as active; ? = inconclusive; [ ] = remark or other dose. Compounds as they come; about 1.7% have a hit in one of these screens.

Compound,CIT2-GFP yeast,GRK2 aptamer HTS,CR mimetic SO,RPL19A-GFP yeast,AGP1-GFP MLPCN,VLA-4 inh,MEP2-GFP yeast,LAP4-GFP MLPCN
Cc1cc(-c2ccc(C(C)C)c(S(=O)(=O)Nc3cc(C)on3)c2)on1,93,0,116,103,92,10,101,95
CCCOc1ccc(NC(=O)CNC(=O)c2cc(OC)cc(OC)c2)cc1OCCC,95,34,95,88,92,-10,85,82
Cc1ccc(C(=O)OCC(=O)N(CC(C)C)c2c(N)n(Cc3ccccc3)c(=O)[nH]c2=O)o1,108,1,85,98,101,-14,108,104
S=C(c1ccc(N2CCOCC2)cc1)N1CCCCC1,84,0,96,100,91,10,99,86
CCn1c(CCc2ccccc2)nnc1SCC(N)=O,105,1,104,99,102,8,107,96
N#C/C(=C\c1c(N2CCCCC2)nc2ccccn2c1=O)C(=O)NCc1ccco1,104,0,97,105,102,6,107,97
O=C1c2ccccc2S(=O)(=O)c2cc(C(=O)N3CCC(N4CCCC4)CC3)ccc21,98,0,89,92,101,2,90,90
Cc1cc(C)c(S(=O)(=O)Nc2ccc(O)c(Sc3ncn[nH]3)c2)cc1C,98,2,98,97,97,27,96,102
CCOC(=O)Cn1cc(/C=N/NC(=O)c2ccc(C#N)cc2F)c2ccccc21,98,0,95,102,103,5,107,107
CCOC(=O)c1cc2occc2n1Cc1c(F)cccc1Cl,91,0,99,95,103,-15,100,110

Shown field by field: two of the compounds above
> CCCOc1ccc(NC(=O)CNC(=O)c2cc(OC)cc(OC)c2)cc1OCCC
  CIT2-GFP yeast = 95 | GRK2 aptamer HTS = 34 | CR mimetic SO = 95 | RPL19A-GFP yeast = 88 | AGP1-GFP MLPCN = 92 | VLA-4 inh = -10 | MEP2-GFP yeast = 85 | LAP4-GFP MLPCN = 82
> Cc1ccc(C(=O)OCC(=O)N(CC(C)C)c2c(N)n(Cc3ccccc3)c(=O)[nH]c2=O)o1
  CIT2-GFP yeast = 108 | GRK2 aptamer HTS = 1 | CR mimetic SO = 85 | RPL19A-GFP yeast = 98 | AGP1-GFP MLPCN = 101 | VLA-4 inh = -14 | MEP2-GFP yeast = 108 | LAP4-GFP MLPCN = 104

The results go on:
Compound,CIT2-GFP yeast,GRK2 aptamer HTS,CR mimetic SO,RPL19A-GFP yeast,AGP1-GFP MLPCN,VLA-4 inh,MEP2-GFP yeast,LAP4-GFP MLPCN
COc1ccc2c(c1)c1c(n2C)[C@@H]2CC=C(CO)[C@@H](C1)N2C,83,0,100,91,89,1,94,91
CC(=C/c1ccccc1)/C=N/NC(=O)c1cc(C)oc1C,102,0,80,108,100,-15,121,103
CCP(=O)(CC)c1cccc(N)c1,101,0,109,104,103,19,102,101
O=c1oc2ccccc2cc1-c1csc(NN=C2CCCCC2)n1,92,2,90,96,94,9,99,99
CCC(/C=N/Nc1ccc(S(=O)(=O)N2CCCC2)cc1[N+](=O)[O-])CC,106,1,99,101,103,0,104,97
CCOC(=O)NNC(=O)c1ccc(Cl)cc1,86,0,97,99,91,18,94,96
COc1ccc(/C=N/OCc2ccc(Br)cc2)c(OC)c1,110,3,85,108,100,-13,110,99
O=[N+]([O-])c1ccc2nc(NS(=O)(=O)c3ccc(Cl)cc3)sc2c1,112,0,113,94,75,-3,103,94
CN1C(=O)NC(c2ccccc2)C2=C1CN(c1ccc3ccccc3c1)C2=O (stereo unspecified),99,0,128,100,99,0,97,93
CN(Cc1cccnc1)Cc1cn(C)nc1-c1ccc(Oc2ccccc2)cc1,106,5,92,95,100,-5,144,111
CC(NC(=O)C12CC3CC(CC(C3)C1)C2)c1ccc2c(c1)OCCO2 (stereo unspecified),95,1,87,94,95,3,92,97
CCOc1ccc(N(CC(=O)N/N=C/c2cc([N+](=O)[O-])ccc2Cl)S(C)(=O)=O)cc1,109,0,91,100,99,11,99,94
COc1cc(S(=O)(=O)NCc2cccnc2)c(OC)cc1Br,113,0,107,109,113,-16,104,101
CN(C)CCCNCCCNC(=O)/C(=N\O)c1ccccc1,107,2,94,102,108,15,96,110
Nc1cccc(-c2csc(-n3ncc(C(=O)O)c3C(F)(F)F)n2)c1,107,1,114,106,101,-6,105,92
Cc1ccccc1CN1C(=O)c2ccccc2S(=O)c2ccc(C(=O)NCCCN3CCOCC3)cc21 (stereo unspecified),106,0,99,103,108,26,110,94
CCCCCn1c(N2CCN(c3cccc(Cl)c3)CC2)nc2c1c(=O)[nH]c(=O)n2C,102,1,111,100,99,-8,100,102
C=C(C)CSc1nc2sc3c(c2c(=O)n1-c1ccccc1)CCN(C)C3,91,37,103,96,97,-10,93,101
Cc1c(C)n(Cc2ccccc2)c2ncnc(NCCN(C)C)c12,106,0,107,104,107,12,108,102
Cc1ccccc1N/C(=C(/C(Cl)=C(Cl)Cl)[N+](=O)[O-])n1nnc2ccccc21,100,0,95,95,102,-22,96,96
CCn1cc(C(=O)NC2CCC(C)CC2)c(=O)c2cc(S(=O)(=O)N3CCCCC3)ccc21 (stereo unspecified),100,0,86,98,101,1,96,100
COC(=O)c1ccccc1SC1CC(=O)N(c2cccc(C)c2)C1=O (stereo unspecified),95,3,98,105,96,6,96,88
CCOc1cc(/C=C2\SC(=O)N(CC(=O)Nc3ccccc3F)C2=O)cc([N+](=O)[O-])c1O,107,3,120,98,103,7,105,92
COc1ccc(C2=NS(=O)(=O)N(C)C(C(=O)N3CCOCC3)=C2)cc1,95,0,114,93,98,-5,92,96
Cc1nnsc1C(=O)N1CCN(c2ccc(F)cc2)CC1,110,1,89,101,113,6,103,114
CCOC(=O)c1ccc(N2C(=O)c3n[nH]c(C)c3C2c2ccc(OC)cc2)cc1 (stereo unspecified),110,3,97,97,102,-2,112,97
COc1c(-c2ccc(O)c(O)c2)oc2cc(O)cc(O)c2c1=O,98,2,105,96,97,15,108,103
Cc1cc(=O)oc2cc3c(cc12)OCO3,104,1,91,112,104,2,114,114
O=C(c1ccncc1)N(Cc1ccccc1)Cc1nc2ccccc2c(=O)[nH]1,95,7,107,97,92,8,101,92
O=C(NCCCN1CCN(CCCNC(=O)c2cc([N+](=O)[O-])ccc2Cl)CC1)c1cc([N+](=O)[O-])ccc1Cl,?,0,78,94[may fluoresce violet],15[may fluoresce violet],-7,109[may fluoresce violet],100[may fluoresce violet]

Four neighbouring records from above, quoted:
Compound,CIT2-GFP yeast,GRK2 aptamer HTS,CR mimetic SO,RPL19A-GFP yeast,AGP1-GFP MLPCN,VLA-4 inh,MEP2-GFP yeast,LAP4-GFP MLPCN
COc1c(-c2ccc(O)c(O)c2)oc2cc(O)cc(O)c2c1=O,98,2,105,96,97,15,108,103
Cc1cc(=O)oc2cc3c(cc12)OCO3,104,1,91,112,104,2,114,114
O=C(c1ccncc1)N(Cc1ccccc1)Cc1nc2ccccc2c(=O)[nH]1,95,7,107,97,92,8,101,92
O=C(NCCCN1CCN(CCCNC(=O)c2cc([N+](=O)[O-])ccc2Cl)CC1)c1cc([N+](=O)[O-])ccc1Cl,?,0,78,94[may fluoresce violet],15[may fluoresce violet],-7,109[may fluoresce violet],100[may fluoresce violet]

Going on with the list:
Compound,CIT2-GFP yeast,GRK2 aptamer HTS,CR mimetic SO,RPL19A-GFP yeast,AGP1-GFP MLPCN,VLA-4 inh,MEP2-GFP yeast,LAP4-GFP MLPCN
Nc1cc(=O)[nH]c(SCC(=O)Nc2cccc(Cl)c2)n1,102,0,84,95,81,4,106,100
CCCCCCSc1cc(-c2nc3ccc(Cl)cn3c2NCCCC)ccc1OC,80,0,93,101,89,-108,97,101
CCOC(=O)C(=O)Nc1nccs1,105,0,86,110,105,23,107,96
O=C1CC(=O)Nc2cc(S(=O)(=O)N3CCN(c4ccc([N+](=O)[O-])cc4)CC3)ccc2N1,98,5,95,96,95,23,99,92
CCOC(=O)C1=C(N)Oc2ccc3ccccc3c2C1c1ccc(O)c(OC)c1 (stereo unspecified),100,0,101,105,98,4,97,74
CCC(=O)Nc1c(-c2ccccc2)c(=O)c2ccccc2n1C,101,2,115,96,101,14,83,102
CC(C)(C)CC(=O)Nc1cc(S(=O)(=O)N2CCOCC2)ccc1N1CCCC1,96,0,97,95,101,3,101,100
CCc1ccccc1NC(=O)CC(=O)Nc1ccccc1CC,100,0,98,102,104,4,98,93
Cc1cc(C)cc(NC(=O)N(C)Cc2ccccc2)c1,97,0,113,105,106,29,104,114
O=C(NNC(=S)NC1CCCCC1)c1cccs1,102,6,88,102,101,-10,109,99

An excerpt of these results, with values under each structure.
Order of results: CIT2-GFP yeast | GRK2 aptamer HTS | CR mimetic SO | RPL19A-GFP yeast | AGP1-GFP MLPCN | VLA-4 inh | MEP2-GFP yeast | LAP4-GFP MLPCN
Nc1cc(=O)[nH]c(SCC(=O)Nc2cccc(Cl)c2)n1
→ 102 | 0 | 84 | 95 | 81 | 4 | 106 | 100
CCCCCCSc1cc(-c2nc3ccc(Cl)cn3c2NCCCC)ccc1OC
→ 80 | 0 | 93 | 101 | 89 | -108 | 97 | 101
CCOC(=O)C(=O)Nc1nccs1
→ 105 | 0 | 86 | 110 | 105 | 23 | 107 | 96
O=C1CC(=O)Nc2cc(S(=O)(=O)N3CCN(c4ccc([N+](=O)[O-])cc4)CC3)ccc2N1
→ 98 | 5 | 95 | 96 | 95 | 23 | 99 | 92
CCOC(=O)C1=C(N)Oc2ccc3ccccc3c2C1c1ccc(O)c(OC)c1 (stereo unspecified)
→ 100 | 0 | 101 | 105 | 98 | 4 | 97 | 74
CCC(=O)Nc1c(-c2ccccc2)c(=O)c2ccccc2n1C
→ 101 | 2 | 115 | 96 | 101 | 14 | 83 | 102

Other entries follow.
Compound,CIT2-GFP yeast,GRK2 aptamer HTS,CR mimetic SO,RPL19A-GFP yeast,AGP1-GFP MLPCN,VLA-4 inh,MEP2-GFP yeast,LAP4-GFP MLPCN
Clc1ccc2c(N/N=C/c3ccccc3Br)ccnc2c1,83,0,91,102,73,13,111,93
CCc1ccc(C2=NN(CCC(=O)NC3CCCCCC3)C(=O)CC2)cc1,108,0,107,97,100,10,101,95
O=C1CCC(C(=O)OCC(=O)c2ccccc2)N1 (stereo unspecified),83,0,114,100,96,-5,90,94
O=C(CN1C(=O)C2(OCCCO2)c2ccccc21)NCc1ccccc1,107,0,94,100,109,4,105,106
Cc1nc(SCC(=O)N2CCCC2=O)nc(C)c1C,95,0,99,102,97,-1,109,100
O=C(O)c1ccccc1C(=O)Nc1ccc(-c2csc(-c3ccccc3)n2)cc1,82,3,105,96,92,-4,101,113
N#Cc1c(NC(=O)CN2CCCCC2)sc2c1CCC2,104,4,107,102,106,-18,104,103
COc1ccc(O)c(/C=N\NC(=O)CCn2nnc3ccccc32)c1,106,2,89,107,112,8,106,109
Cc1ccc(NC(=O)/C=C/c2ccc3c(c2)OCO3)nc1,106,3,100,110,104,20,107,101
Cc1ccc(NS(=O)(=O)c2ccc3c(c2)CC(=O)N3)cc1F,93,3,88,94,99,41,103,96
CC1(C)CC(=O)CC2(C1)NCC(c1ccccc1Cl)c1c2[nH]c2ccccc12 (stereo unspecified),100,1,115,102,109,-1,104,107
COC(=O)c1sc2ccccc2c1NC(=O)c1ccc(S(=O)(=O)N2CCC(C)CC2)cc1,97,2,99,102,99,9,103,98
Cc1ccc(Nc2nc(NCC3CCCO3)nc(N)c2[N+](=O)[O-])cc1 (stereo unspecified),98,0,97,102,97,17,98,99
COc1ccc(OCCSc2nc3nc(C)cc(C)n3n2)cc1,87,1,88,96,96,12,93,117
CCOC(=O)c1c(S(=O)(=O)NCC(=O)N2CCN(c3ccccc3OC)CC2)c(C)n(C)c1C,92,1,95,99,95,-2,101,92
COC(=O)c1c(-c2ccccc2OC)sc2ccc(OC)cc12,93,0,98,94,95,3,91,100
CO[C@@]1(NC(=O)CSCC#N)C(=O)N2C(C(=O)O)=C(CSc3nnnn3C)CS[C@@H]21,110,9,92,102,99,8,97,110
